Anthrax LF prot: Bacillus anthracis LF protease inhibitors, primary screen, biochemical, multiplex microsphere, MLPCN library; Lethal factor (Bacillus anthracis), P15917; multiplex microsphere protease cleavage assay; inhibition, % at 10 µM; actives 0.12% (n = 360,000); in the data active = inhibition above about 30%; also: plate controls were buffer without enzyme for full effect and enzyme alone for no effect
Target sequence (P15917 whole entry, looked up): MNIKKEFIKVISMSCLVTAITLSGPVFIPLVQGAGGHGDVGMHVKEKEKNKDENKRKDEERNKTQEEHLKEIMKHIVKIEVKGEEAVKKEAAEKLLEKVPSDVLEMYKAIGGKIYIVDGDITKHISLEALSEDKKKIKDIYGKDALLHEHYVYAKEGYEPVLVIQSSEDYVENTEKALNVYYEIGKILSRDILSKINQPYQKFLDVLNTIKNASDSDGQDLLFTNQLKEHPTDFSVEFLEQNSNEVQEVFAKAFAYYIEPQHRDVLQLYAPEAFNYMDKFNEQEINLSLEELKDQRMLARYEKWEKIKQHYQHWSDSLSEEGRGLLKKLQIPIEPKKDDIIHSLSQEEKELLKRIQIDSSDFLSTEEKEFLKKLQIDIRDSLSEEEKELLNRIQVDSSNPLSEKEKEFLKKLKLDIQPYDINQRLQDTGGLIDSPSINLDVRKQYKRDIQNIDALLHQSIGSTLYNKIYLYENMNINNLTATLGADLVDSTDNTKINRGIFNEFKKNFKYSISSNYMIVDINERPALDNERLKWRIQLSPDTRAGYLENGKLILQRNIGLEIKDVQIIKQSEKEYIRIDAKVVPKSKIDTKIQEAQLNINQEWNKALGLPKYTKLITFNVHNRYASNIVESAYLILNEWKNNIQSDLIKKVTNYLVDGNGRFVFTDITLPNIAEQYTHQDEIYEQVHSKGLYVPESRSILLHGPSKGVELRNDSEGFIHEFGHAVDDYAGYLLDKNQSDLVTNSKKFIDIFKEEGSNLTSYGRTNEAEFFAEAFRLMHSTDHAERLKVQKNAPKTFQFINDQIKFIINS
PfHsp40 rescue: rescue of yeast from PfHsp40 toxicity, primary screen, S. cerevisiae, ATP luminescence | S. cerevisiae expressing PfHsp40, growth rescue | growth rescue, % at 12.5 µM | actives 0.68% (n = 340,000) | AID 504582, 2011; in the data active = growth rescue above about 28%, passing the limit was not always enough;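 also: yeast W303a lacking pdr1 and pdr3 grown in galactose medium; growth measured after three days at 30 °C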
TcdB GH inh: TcdB glycohydrolase inhibitors, primary screen, biochemical, single point, plate reader | actives 0.24% (n = 350,000) | Toxin B (Clostridioides difficile), P18177 | TcdB glycohydrolase enzymatic assay | inhibition, % at 9.99 µM | AID 652162, 2013; in the data active = inhibition above about 10%
MazEF act: activators of E. coli MazEF toxin-antitoxin RNase, primary screen, biochemical, fluorescence, uHTS; Endoribonuclease toxin MazF (Escherichia coli (strain K12)), P0AE70; FAM/BHQ RNA-DNA oligo cleavage fluorescence, 5 h; activation, % at 20 µM; actives 0.32% (n = 350,000); AID 504720, 2011; in the data active = activation above about 50%
Target sequence (P0AE70 whole entry, looked up): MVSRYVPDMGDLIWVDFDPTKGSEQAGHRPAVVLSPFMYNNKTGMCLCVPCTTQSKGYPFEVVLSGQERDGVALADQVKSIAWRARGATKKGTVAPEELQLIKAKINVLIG
BH1578 lux ind: inducers of Vibrio cholerae quorum light production without autoinducers, primary screen, BH1578 luxS cqsA deficient, single point; V. cholerae BH1578 lux reporter, luminescence, 6 h; activation, % at 18.7 µM; actives 0.16% (n = 350,000); in the data active = activation mostly above about 9.7%, no sharp cut-off; also: not every result past the cut was called active; inactives centre near 0; reference of the scale not given here
3CLpro inhibitor: SARS-CoV 3CLpro protease inhibitors, primary screen, biochemical, quenched FRET; actives 0.14% (n = 290,000); recombinant SARS-CoV 3CLpro, quenched FRET peptide cleavage; inhibition, % at 6 µM; in the data active = inhibition above about 12%
PriA SSB inh: inhibitors of Klebsiella pneumoniae PriA binding to SSB C-terminal tail, primary screen, biochemical, AlphaScreen; AID 1272365, 2023; PriA–SSB C-terminal tail interaction (Klebsiella pneumoniae); AlphaScreen SSBct-PriA binding, biotinylated peptide; actives 0.6% (n = 430,000); inhibition, % at 33 µM; in the data active = inhibition mostly above about 37%, no sharp cut-off; inactive = mostly below about 20%;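 also: plate controls were negative control peptide for no effect and reference peptide for full effect; strong numbers were not always called active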
Y pestis TopoI: Yersinia pestis topoisomerase I inhibitors, primary screen, biochemical, cleavage product accumulation, plate reader, single point; DNA topoisomerase I (Yersinia pestis CO92); Y. pestis Topo-I cleavage product accumulation; activity, % at 10 µM; actives 0.064% (n = 360,000); AID 504884, 2011; in the data active = activity above about 50%, passing the limit was not always enough; also: inactives centre near 2
Rv3671c protease: Rv3671c serine protease inhibitors, primary screen, biochemical, fluorescence polarization, M. tuberculosis H37Rv; P9WHR9; inhibition, % at 5.96 µM; actives 0.048% (n = 320,000); AID 2606, 2010; in the data active = inhibition above about 38%;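 also: extracellular domain of Rv3671c used as enzyme; 0% = enzyme with DMSO and 100% = no enzyme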
VHR inh abs: VHR1 phosphatase inhibitors, primary screen, biochemical, absorbance, uHTS. Dual specificity protein phosphatase 3 (Homo sapiens), P51452. recombinant VHR phosphatase, pNPP absorbance. inhibition, % at 13.3 µM. actives 0.52% (n = 290,000); in the data active = inhibition above about 50%; also: some compounds called inactive have numbers as strong as hits
Target sequence (P51452 whole entry, looked up): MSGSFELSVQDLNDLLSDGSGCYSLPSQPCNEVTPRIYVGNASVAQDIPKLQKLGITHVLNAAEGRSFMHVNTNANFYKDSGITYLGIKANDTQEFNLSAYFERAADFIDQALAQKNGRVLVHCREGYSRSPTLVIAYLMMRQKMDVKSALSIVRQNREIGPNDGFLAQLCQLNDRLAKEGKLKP
Active calls of the source: *; i = inactive; x = no result given; & = joins results of further samples. Only part of the results is shown. The share of hits here may be higher or lower than overall.

entry | SMILES | TcdB GH inh | Anthrax LF prot | BH1578 lux ind | PfHsp40 rescue | MazEF act | PriA SSB inh | VHR inh abs | Rv3671c protease | 3CLpro inhibitor | Y pestis TopoI
1 | COc1cccc2sc(NNC(=O)COc3ccccc3)nc12 | -0.6 | -3.1 | -0.6 | -0.3 | -2.7 | -2.7 | 25.6 | 6.5 | -0.3 | 4.9
2 | Cc1ccc(CNCc2ccco2)cc1 | 0.9 | 2.7 | -0.4 | -0.2 | 5.6 | -4.3 | 85.4 | x | -0.8 | -3.2
3 | Cc1cccc(NC(=O)c2ccc(S(=O)(=O)N(C)c3ccccc3)cc2)n1 | 0.7 | -0.5 | -4.3 | -1.1 | -3.1 | -7.4 | x | -0.1 | x | 22.9
4 | CCOC(=O)C1CCN(C(=O)c2ccc(N3CCCC3=O)cc2)CC1 | 0.3 | x | -0.3 | 0.7 | 6.2 | 5.8 | x | -2.9 | x | 3.6
5 | COc1ccc(NC(=O)NCCCN2CCCC2=O)cc1 | 1.3 | -8.0 | -0.2 | -0.3 | 2.0 | 4.2 | 15.1 | 0.0 | 3.4 | 9.5
6 | CCOC(=O)c1sc(SC)c2c1CCCC2=O | -10.9 | -1.3 | i | -0.8 | -0.9 | -15.9 | 27.1 | -7.2 | -6.8 | 3.2
7 | Cn1cc(C(=O)N2CCN(C(=O)c3ccco3)CC2)c2c3ccccc3n(C)c2c1=O | x | -3.1 | i | 0.5 | 0.9 | -6.9 | 18.8 | -12.2 | -1.7 | 4.4
8 | Cc1ccc(C)c(/C=N/Nc2ccccn2)c1 | -0.2 | 2.5 | -0.2 | -0.3 | 4.3 | x | -5.0 | 8.7 | 0.2 | -3.5
9 | CN(/N=C/c1cc([N+](=O)[O-])ccc1O)c1ccccc1 | 2.5 | -1.1 | -0.4 | -1.2 | 15.0 | x | 1.3 | 5.5 | -4.1 | -10.7
10 | CCOC(=O)c1c(C2CCN(C(=O)OCC)CC2)nc2ccccn12 | -4.9 | -3.3 | -0.1 | 1.1 | 10.0 | -7.7 | -7.8 | 2.2 | 1.4 | 13.5
11 | Cc1cc(C)n(C(=O)c2ccc(C)c(F)c2F)n1 | x | 1.5 | i | -0.2 | -2.7 | 0.6 | 0.2 | 5.5 | -2.8 | -1.0
12 | O=C(NC1CCCCCCC1)C1CCN(c2nc3ccccc3o2)CC1 | x | -2.6 | i | 1.7 | -2.2 | -9.6 | -0.9 | -4.5 | 4.7 | 21.8
13 | O=C(NC1CCS(=O)(=O)C1)C1CCCN(S(=O)(=O)c2ccc(Cl)cc2)C1 (stereo unspecified) | x | -1.5 | -0.1 | 1.2 | -4.6 | -21.0 | 16.9 | -9.4 | -1.2 | -3.1
14 | CCOC(=O)/C=C1/SCC(=O)N1CC(=O)Nc1ccccc1OC(F)F | -12.1 | -8.7 | -0.8 | 0.2 | -14.2 | -5.6 | x | x | x | 1.8
15 | S=C(NCCc1ccccc1)Nc1ncccn1 | 10.6* | 3.6 | -0.8 | -1.0 | 9.3 | -13.7 | x | x | x | 3.1
16 | C=CCN(c1ccc(C(=O)N2CCN(c3ccc(F)cc3)CC2)cc1)S(C)(=O)=O | x | 3.4 | -3.4 | 0.9 | -15.9 | -6.8 | -7.3 | -3.6 | -5.6 | 10.1
17 | CC(C)(C)c1ccc(OCCNC(=S)NC(=O)c2cccnc2)cc1 | x | -3.2 | -0.3 | -0.4 | -8.5 | -4.3 | -5.7 | -18.4 | -0.1 | -3.2
18 | COc1cc(-c2c(C#N)c(=O)[nH]c3c2c(C)nn3-c2ccccc2)ccc1O | x | -23.1 | -0.3 | -0.3 | 1.6 | -7.5 | 31.6 | -1.0 | 2.1 | 10.7
19 | COc1ccc(Cn2nnnc2CN2CCc3ccccc32)cc1 | -0.8 | 1.7 | -0.2 | -1.4 | -8.5 | 17.9 | 22.1 | 1.8 | 0.6 | 18.1
20 | CCCCNC(=O)CN1C(=O)COc2ccc(S(=O)(=O)N3CCCCCC3)cc21 | 1.0 | -2.1 | i | 1.5 | 7.6 | -10.7 | 9.2 | -4.4 | 2.5 | -0.8
21 | COc1ccc(C2NC(=O)c3n[nH]c(C)c32)c(OC)c1 (stereo unspecified) | -0.6 | -5.7 | -0.2 | -0.4 | 6.4 | -3.9 | 0.4 | 2.0 | -4.5 | 4.1
22 | Cc1cccc(NS(=O)(=O)c2ccc(C(=O)NCC(c3ccccc3)N(C)C)cc2)c1C (stereo unspecified) | -0.9 | 2.3 | i | 1.5 | 2.1 | 6.6 | 12.9 | x | -1.4 | 11.1
23 | CCOCC(=O)NC1CCc2cc(OC(=O)COCC)c(OC)c(OC)c2-c2ccc(SC)c(=O)cc21 (stereo unspecified) | 0.1 | 9.4 | x | 1.2 | -0.3 | -0.1 | x | x | x | 17.9
24 | COc1cccc(C(=O)N(Cc2ccco2)c2c(N)n(Cc3ccccc3)c(=O)[nH]c2=O)c1 | 0.3 | x | 0.3 | -1.0 | 3.4 | -6.2 | x | 6.3 | x | 5.5
25 | CN(Cc1ccsc1)C(=O)Cn1cc(Br)ccc1=O | 0.3 | 1.3 | -0.1 | -1.3 | 1.8 | -0.7 | 1.9 | -4.7 | 1.7 | -1.1

More compounds
entry | SMILES | TcdB GH inh | Anthrax LF prot | BH1578 lux ind | PfHsp40 rescue | MazEF act | PriA SSB inh | VHR inh abs | Rv3671c protease | 3CLpro inhibitor | Y pestis TopoI
26 | COc1cccc(C(=O)C2CCCN(Cc3cn(C)nc3-c3ccccc3)C2)c1 (stereo unspecified) | 0.2 | -0.1 | -2.7 | -0.2 | -3.1 | -4.2 | 24.8 | -6.2 | -2.0 | 16.7
27 | Cc1noc(C)c1C(=O)N1CCC1(C)C(=O)NS(=O)(=O)c1cccc(F)c1 (stereo unspecified) | -1.1 | -4.2 | i | x | x | x | x | x | x | 3.7
28 | Cc1cccc(-c2noc(CCC(=O)NCCc3ccccc3)n2)c1 | 0.5 | -4.2 | -0.4 | 0.8 | 5.7 | -10.7 | -3.8 | 5.5 | -0.7 | 22.6
29 | CC(C)(C)C(=O)NC(=S)Nc1ccccc1C(=O)Nc1ccccc1 | x | -0.1 | i | -0.3 | 6.8 | -12.2 | 41.2 | -1.3 | 3.7 | -6.1
30 | COc1ccc(-c2sc3cc4c(cc3c2C#CCO)OCO4)cc1 | x | -2.2 | i | -1.4 | -1.5 | -8.9 | x | 2.5 | x | -2.1
31 | CC1CCC2(CC1)NC(=O)N(CC(=O)c1cccn1C)C2=O (stereo unspecified) | x | 3.0 | i | -1.9 | -1.5 | -2.7 | 22.4 | -12.2 | 2.0 | 0.2
32 | Cc1cccc(C)c1N1CCN(CCn2c(=S)[nH]c3ccccc3c2=O)CC1 | -1.3 | 2.6 | -1.5 | 1.4 | 6.7 | -19.9 | 19.2 | x | 0.6 | 5.2
33 | CC12CCC(C(=O)Nc3nccs3)(OC1=O)C2(C)C (stereo unspecified) | x | 8.4 | -0.7 | -0.3 | 2.2 | -4.2 | 4.9 | -2.5 | -2.4 | -4.9
34 | CCCc1c2ccccc2nc2ccccc12 | x | 0.9 | -0.6 | 0.0 | 4.6 | -44.5 | 30.1 | 1.8 | -0.9 | -3.9
35 | N#Cc1c(-c2ccccc2)cc(-c2ccc(O)cc2)nc1N | 1.1 | 3.2 | i | 9.7 | 6.3 | -23.5 | -14.6 | -8.2 | 6.1 | 4.0
36 | COc1cccc2sc3ccc(C#CC4(N)CCCCC4)cc3c(=O)c12 | 1.5 | 11.1 | 0.9 | -0.4 | -14.9 | 17.1 | 29.1 | -10.1 | -2.9 | -8.6
37 | Cc1ccc(NC(=O)COC(=O)CCn2c(C)csc2=O)c([N+](=O)[O-])c1 | -0.4 | -1.3 | -0.7 | 1.9 | 7.6 | 11.8 | x | 9.3 | x | -2.6
38 | NC(=O)CN1CCN(S(=O)(=O)c2ccc(Br)cc2)CC1 | 0.5 | 3.6 | i | 0.7 | -9.9 | -24.8 | 20.6 | -0.5 | -2.1 | -7.1
39 | COc1ccc(OCC(=O)Nc2ccccc2C(=O)NC(C)C)cc1 | 0.3 | -0.2 | -0.3 | -0.6 | 2.4 | -0.6 | 7.6 | 5.8 | 1.2 | -5.2
40 | O=C1c2cccc3cccc(c23)C(=O)N1Cc1ccccc1 | 1.1 | -1.0 | -0.5 | 1.3 | 1.7 | -1.0&8.0&-14.7 | 22.2 | -1.1 | -9.2 | -3.8
41 | CCOC(=O)CC1=C(C(=O)OCC)C2(C(=O)N1)C(C(=O)OC)=C(N)Oc1ccccc12 (stereo unspecified) | x | -8.7 | -0.3 | 0.1 | -5.3 | -5.8 | -11.2 | 9.3 | 5.0 | -0.5
42 | O=C1NC(=O)/C(=C\c2ccc(Cl)nc2)S1 | -0.1 | -0.5 | x | -1.2 | 3.7 | -0.7 | 11.1 | 7.8 | -2.6 | -8.3
43 | Cc1cccc(NC(=O)C(c2ccccc2Cl)N2CCOCC2)c1 (stereo unspecified) | 1.3 | 2.8 | i | 0.6 | -4.8 | -9.3 | 4.0 | -3.0 | 3.0 | 8.7
44 | C=CCc1cccc(CNc2nc3ccccc3n2C)c1O | 2.1 | -9.7 | i | 2.3 | 21.1 | -15.8 | -27.5 | 2.2 | -4.1 | -21.6
45 | O=C(NCc1ccccc1)C1(c2ccccc2)CCN(S(=O)(=O)c2ccccc2)CC1 | 0.7 | -1.9 | 0.3 | 2.4 | 3.2 | -9.7 | 21.3 | -0.1 | -3.7 | -11.4
46 | CC1(c2ccc(OCC(N)=O)cc2)NC(=O)NC1=O (stereo unspecified) | 1.1 | 1.3 | -0.3 | -0.2 | 8.9 | 0.9 | 8.0 | -5.8 | -1.4 | 7.2
47 | COc1cc(/C=C(/C#N)C(=O)Nc2ccccc2)c(Br)cc1OCc1ccc(C(=O)O)cc1 | 0.1 | -3.2 | -0.3 | -1.2 | -8.4 | -2.0 | -3.6 | -1.5 | -0.4 | -2.1
48 | COc1cccc(S(=O)(=O)N(C)C[C@@H]2OCc3cnnn3CCCC(=O)N([C@@H](C)CO)C[C@@H]2C)c1 | 0.9&0.6&1.0 | -1.8 | -0.4 | x | -10.3 | x | x | x | x | 4.8
49 | O=C(NCC1CCCO1)c1cncc(Br)c1 (stereo unspecified) | 0.8 | -1.2 | i | 0.6 | 4.3 | -6.3 | -1.4 | -7.0 | 4.6 | 1.8

Entries 26–30, quoted:
entry | SMILES | TcdB GH inh | Anthrax LF prot | BH1578 lux ind | PfHsp40 rescue | MazEF act | PriA SSB inh | VHR inh abs | Rv3671c protease | 3CLpro inhibitor | Y pestis TopoI
26 | COc1cccc(C(=O)C2CCCN(Cc3cn(C)nc3-c3ccccc3)C2)c1 (stereo unspecified) | 0.2 | -0.1 | -2.7 | -0.2 | -3.1 | -4.2 | 24.8 | -6.2 | -2.0 | 16.7
27 | Cc1noc(C)c1C(=O)N1CCC1(C)C(=O)NS(=O)(=O)c1cccc(F)c1 (stereo unspecified) | -1.1 | -4.2 | i | x | x | x | x | x | x | 3.7
28 | Cc1cccc(-c2noc(CCC(=O)NCCc3ccccc3)n2)c1 | 0.5 | -4.2 | -0.4 | 0.8 | 5.7 | -10.7 | -3.8 | 5.5 | -0.7 | 22.6
29 | CC(C)(C)C(=O)NC(=S)Nc1ccccc1C(=O)Nc1ccccc1 | x | -0.1 | i | -0.3 | 6.8 | -12.2 | 41.2 | -1.3 | 3.7 | -6.1
30 | COc1ccc(-c2sc3cc4c(cc3c2C#CCO)OCO4)cc1 | x | -2.2 | i | -1.4 | -1.5 | -8.9 | x | 2.5 | x | -2.1

Bioassay records deposited in PubChem by several laboratories.
